NOD2 RIPK2 PPI: NOD2-RIPK2 binding disruptors in cells, primary screen, fluorescence, CHO cells, BLA complementation; Receptor-interacting serine/threonine-protein kinase 2 (Homo sapiens), O43353; CCF4 ratio; inhibition, % at 4.98 µM; 360,000 tested, 0.38% active; in the data active = inhibition above about 21%;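 note: 0% = vehicle only and 100% = reference blocker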
NCOA2 inhibitor: inhibition of GAL4-SRC2 driven luciferase reporter, primary screen, SRC2 inhibitor project, cell-based, luminescence. inhibition, % at 9 µM. HEK293 GAL4-SRC2 luciferase reporter. Nuclear receptor coactivator 2 (Homo sapiens), Q15596. 370,000 tested, 0.17% active. AID 651957, 2012;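 active = inhibition above the mean inhibition of all tested compounds plus 3 SD, set per campaign, cut at about 52% in these data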;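 note: 0% = DMSO treated cells and 100% = cells given Gossypol at 36 µM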
Glyco luc inh: increase of ERlucT glycosylation luciferase signal, primary screen, N-linked glycosylation inhibitor project, D54 ERlucT cells, luminescence, set 2; D54 ERlucT glycosylation luciferase reporter, 24 h; percent of 100 nM tunicamycin response; reporter increase, % at 12.5 µM; 360,000 tested, 0.23% active;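 active = mean luciferase reporter signal, scaled so untreated is 0 and the glycosylation-blocking control 100, at or above a set limit in every replicate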;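 note: luciferase carries N-glycosylation sites so blocking glycosylation raises the light; 0% = median of neutral control wells and 100% = median of 100 nM tunicamycin wells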
MC4R ag barr: MC4R agonists recruiting beta-arrestin, primary screen, cell-based, luminescence, agonist arm of biased-ligand search; Melanocortin receptor 4 (Homo sapiens), P32245; U2OS MC4R beta-arrestin complementation; percent of melanotan II response, DMSO zero; activation, % at 8.9 µM; 360,000 tested, 0.98% active;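 active = activation above a per-plate cutoff, the mean activation of sample wells on that plate plus 3 SD, cut at about 8% in these data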
Target sequence (P32245 whole entry, looked up): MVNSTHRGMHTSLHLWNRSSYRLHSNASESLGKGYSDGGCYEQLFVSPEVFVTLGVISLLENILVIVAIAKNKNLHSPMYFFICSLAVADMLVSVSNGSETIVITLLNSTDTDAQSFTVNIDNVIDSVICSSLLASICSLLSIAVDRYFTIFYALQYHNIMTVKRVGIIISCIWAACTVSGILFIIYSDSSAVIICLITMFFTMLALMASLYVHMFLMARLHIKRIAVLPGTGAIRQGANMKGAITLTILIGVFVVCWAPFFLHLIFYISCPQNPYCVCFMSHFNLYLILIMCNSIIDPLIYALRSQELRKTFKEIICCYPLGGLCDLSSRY
ABHD5-PLIN5 inh: ABHD5-PLIN5 interaction inhibitors, primary screen, cell lysate, split luciferase complementation, luminescence. Split G. princeps luciferase complementation, 4 h. inhibition, % at 4 µM. 360,000 tested, 0.78% active. AID 602281, 2012. Perilipin-5 (Homo sapiens) + 1-acylglycerol-3-phosphate O-acyltransferase ABHD5 (Homo …;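 active = inhibition above the mean inhibition across every tested compound plus 3 SD, cut at about 22% in these data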;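 note: 0% = DMSO only wells and the 100% control is not disclosed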
Cardio protect: cardioprotection against H2O2-induced cell death, primary screen, uHTS, H9c2 cells, ATPLite luminescence; H9c2 cardiomyocytes, H2O2 injury protection, 2 h; 360,000 tested, 0.63% active; protection from H2O2 cell death, % at 20 µM;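 active = compounds giving at least 50% protection of heart cells from peroxide-induced death in the single-dose screen, raw or plate-pattern-corrected value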;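 note: 0% = DMSO wells with peroxide and 100% = DMSO wells without peroxide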
ABCB6 inh MLPCN: ABCB6 transporter inhibitors, primary screen, K562-ABCB6 cells, flow cytometry, MLPCN library | fluorescence ratio to DMSO, % at 10 µM | AID 602162, 2011 | K562-ABCB6 porphyrin accumulation, 1 h; stronger effect = lower value | 360,000 tested, 0.19% active;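 active = fluorescence ratio to DMSO below 75%, the collection mean minus 3 SD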;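 note: signal is porphyrin accumulated inside mitochondria; 100% equals median channel fluorescence of DMSO control wells; lower ratio means ABCB6 inhibition with less porphyrin fluorescence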
HTR2A ag: mouse Htr2a agonists via beta-arrestin recruitment, primary screen, cell-based, luminescence; 5-hydroxytryptamine receptor 2A (Mus musculus), P35363; 360,000 tested, 0.66% active; CHO-K1 mHTR2A beta-arrestin complementation; percent of 30 µM serotonin response; activation, % at 7.6 µM; AID 624169, 2012;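 active = activation above a run cutoff, the mean activation of all tested compounds plus 3 SD, cut at about 14% in these data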;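 note: 0% = plate median of compound wells and 100% = 30 µM serotonin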
Target sequence (P35363 whole entry, looked up): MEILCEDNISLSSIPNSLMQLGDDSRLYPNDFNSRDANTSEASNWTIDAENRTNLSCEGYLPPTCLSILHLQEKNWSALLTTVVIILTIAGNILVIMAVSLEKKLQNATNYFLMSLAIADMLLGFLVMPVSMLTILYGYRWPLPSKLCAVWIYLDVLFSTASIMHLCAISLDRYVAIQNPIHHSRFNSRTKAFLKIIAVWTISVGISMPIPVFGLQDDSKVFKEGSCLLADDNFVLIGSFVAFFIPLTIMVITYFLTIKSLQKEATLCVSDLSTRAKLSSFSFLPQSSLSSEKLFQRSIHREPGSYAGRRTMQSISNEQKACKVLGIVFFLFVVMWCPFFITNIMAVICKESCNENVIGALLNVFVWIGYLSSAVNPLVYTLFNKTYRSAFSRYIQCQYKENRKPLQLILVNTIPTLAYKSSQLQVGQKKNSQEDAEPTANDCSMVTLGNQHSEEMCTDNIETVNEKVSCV
TLR9-MyD88 inh: inhibitors of TLR9-MyD88 association in cells, primary screen, cell-based, CHO, BLA complementation, fluorescence; inhibition, % at 4.98 µM; 340,000 tested, 0.21% active; CCF4 FRET ratio;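 active = inhibition above the mean over all tested compounds plus 3 SD, cut at about 21% in these data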;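 note: 0% = DMSO only wells and 100% = clavulanate BLA inhibitor control wells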
MC4R antagonist: MC4R antagonists of cAMP signaling, primary screen, cell-based, TR-FRET, antagonist arm of biased-ligand search; AID 540295, 2011; 360,000 tested, 0.48% active; MC4R-expressing cells, MTII-stimulated cAMP, LANCE TR-FRET; inhibition, % at 6.5 µM; Melanocortin receptor 4 (Homo sapiens), P32245;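 active = inhibition above its plate's cutoff, the mean of tested wells on that plate plus 3 SD, cut at about 29% in these data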;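 note: 0% = Melanotan II alone and 100% = Melanotan II plus saturating MCL0020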
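Material – human MC4R-expressing U2OS cells · Repeats – no replicates · Detection – TR-FRET with Eu-cAMP and labeled anti-cAMP, 671 nm · Times – compound 30 min, challenge 1 h, detection 1 h · Compound – single nominal compound dose of 6.5 µM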
An asterisk follows results filed as active; . = not tested or not shown.

Below each SMILES – NOD2 RIPK2 PPI	NCOA2 inhibitor	Glyco luc inh	MC4R ag barr	ABHD5-PLIN5 inh	Cardio protect	ABCB6 inh MLPCN	HTR2A ag	TLR9-MyD88 inh	MC4R antagonist
> COc1ccc2cc(C)c3nnc(SCC(=O)Nc4nc(-c5ccc(F)cc5)cs4)n3c2c1
→ 1	9	38*	-0.6	-5	3	90	-1	14	9
> COc1ccccc1C(c1nnnn1CCc1ccccc1)N1CCCCCC1 (stereo not given)
→ -20	2	-8	1.6	7	-25	92	-4	-8	2
> CCOC(=O)C(/C=N/c1cc(C)nn1-c1ccccc1)=C(\C)O
→ -13	-1	6	-1.9	-1	7	93	11	-3	-3
> CCOc1ccc2ccccc2c1C(=O)N1CCOCC1
→ -5	26	2	1.3	2	6	96	1	-1	9
> CCOC(=O)C1CCCN(C(=O)c2cc(Cl)ccc2NC(=O)C2=C(C)OCCS2)C1 (stereo not given)
→ -2	-12	1	1.0	-4	8	107	0	7	5
> CC(=O)Cc1nsc(NC(=O)c2ccc(-c3cc(C(F)(F)F)ccc3Cl)o2)n1
→ 2	7	17	-2.1	2	-8	108	3	-5	-21
> CCOC(=O)C(=NO)C1=CSC2=NNC(C)(C)N12
→ 2	-3	-1	-4.1	-6	4	91	-2	1	-37
> Cc1cc(-c2ccccc2)c2ccc(NC(=O)C(C)(C)C)nc2n1
→ -1	-5	-2	0.8	-6	11	103	-5	-1	27
> O=C(O)CC(C(=O)O)N1C(=O)/C(=C/C=C/c2ccco2)SC1=S (stereo not given)
→ -3	13	2	-3.5	3	-2	96	6	-1	-3
> COc1ccc(Cc2noc(CN3CCCC(C(=O)c4cccs4)C3)n2)cc1OC (stereo not given)
→ 4	-2	-1	0.3	1	-6	102	-1	5	-1
> Cc1ccc(S(=O)(=O)Nc2ccc(S(=O)(=O)NCC3CCCO3)cc2)cc1 (stereo not given)
→ 3	5	2	0.3	1	-2	97	9	-7	-8
> Nc1nc(O)c(Sc2ccccc2[N+](=O)[O-])c(=O)[nH]1
→ 0	4	1	0.6	1	-2	107	0	-1	11
> COC(=O)NC(C)N1C(=O)C2C3C=CC(C3)C2C1=O (stereo not given)
→ -3	-6	3	-4.7	-1	-4	94	2	4	-2
> Cc1cc(C)nc(NC(=S)NC(=O)c2ccccc2)n1
→ 6	-22	2	0.9	-4	-5	101	2	6	3
> Cc1ccccc1C(O)c1ccncc1 (stereo not given)
→ 0	0	-1	-1.2	1	7	105	3	9	11
> O=C(NCc1cccc(C(F)(F)F)c1)C1CC(c2ccccc2[N+](=O)[O-])=NO1 (stereo not given)
→ -12	17	0	-1.0	-4	9	97	-1	-9	-4
> CCN(CC)C(=O)Cn1cc(/C=C(\C#N)C(=O)NC2CC2)c2ccccc21
→ 2	-7	-1	-0.6	10	-5	95	8	-2	-5
> COC(C(=O)N/N=C(\C)c1ccc(C(C)(C)C)cc1)c1ccccc1 (stereo not given)
→ -2	-12	4	4.0	-1	-8	99	0	-3	-7
> Cc1ccc(-c2csc(NC(=O)CSc3ncn(-c4ccccc4)n3)n2)cc1
→ -3	-52	.	11*	-4	0	89	0	3	-3
> CC1CCCCN1Cc1nc2c(c(=O)n(C)c(=O)n2C)n1CCc1ccccc1 (stereo not given)
→ 9	9	-1	-1.4	3	8	96	2	3	3
> CCOC(=O)C(=CNc1cc(C)nn1C(C)(C)C)C(=O)OCC
→ -2	18	1	-1.1	-5	-3	96	3	-7	-1
> Cc1ccc(Oc2ccc(/C=N/O)cn2)cc1
→ 4	-38	0	1.7	-6	-11	93	2	11	17
> CCOC(=O)N1CCN(C(=O)CSCC(=O)Nc2nc(-c3ccc(C)cc3)cs2)CC1
→ -12	0	1	0.2	7	-13	94	1	8	1
> COc1ccc(OC)c(N(C)S(=O)(=O)c2cc3c(cc2C)NC(=O)CO3)c1
→ 7	-9	0	0.6	-4	5	96	0	-7	2
> COc1ccc(/C=C2\SC(=O)N(CCc3nnc(N)s3)C2=O)cc1
→ 7	-62	-12	-0.9	1	-5	103	0	0	2
> COC(=O)c1cn[nH]c1NC(=S)Nc1ccccc1C
→ 0	-62	3	-2.0	1	-5	95	3	0	3
> COc1ccc(C(C)=O)cc1CN1C(=O)C(C)N(c2ccc(C)cc2)C1=O (stereo not given)
→ 5	8	-2	-1.6	-3	6	95	-2	14	-2
> CCOc1ccccc1-c1cc(-c2ccccc2)nc2c1c(=O)n(C)c(=O)n2C
→ -1	-2	1	-0.6	1	-2	97	0	-5	0
> Cc1cnc(NC(=O)c2cc3c(C)nn(-c4ccccc4)c3s2)s1
→ 2	-6	0	0.7	-1	12	91	7	-5	-6
> Cc1ccc(C(=O)N2CCN(c3ccc(NC(=O)c4ccc(Br)o4)cc3)CC2)cc1
→ 2	-25	-4	-1.4	11	-9	91	1	-1	11

Seven entries from above, ordered by the number in NCOA2 inhibitor, highest first:
| SMILES | NCOA2 inhibitor |
| --- | --- |
| CCOc1ccc2ccccc2c1C(=O)N1CCOCC1 | 26 |
| CC(=O)Cc1nsc(NC(=O)c2ccc(-c3cc(C(F)(F)F)ccc3Cl)o2)n1 | 7 |
| Cc1ccc(S(=O)(=O)Nc2ccc(S(=O)(=O)NCC3CCCO3)cc2)cc1 (stereo not given) | 5 |
| CCOC(=O)N1CCN(C(=O)CSCC(=O)Nc2nc(-c3ccc(C)cc3)cs2)CC1 | 0 |
| COC(=O)NC(C)N1C(=O)C2C3C=CC(C3)C2C1=O (stereo not given) | -6 |
| CCOC(=O)C1CCCN(C(=O)c2cc(Cl)ccc2NC(=O)C2=C(C)OCCS2)C1 (stereo not given) | -12 |
| COc1ccc(/C=C2\SC(=O)N(CCc3nnc(N)s3)C2=O)cc1 | -62 |

The main list resumes, starting 3 compounds before the break.
Below each SMILES – NOD2 RIPK2 PPI	NCOA2 inhibitor	Glyco luc inh	MC4R ag barr	ABHD5-PLIN5 inh	Cardio protect	ABCB6 inh MLPCN	HTR2A ag	TLR9-MyD88 inh	MC4R antagonist
> CCOc1ccccc1-c1cc(-c2ccccc2)nc2c1c(=O)n(C)c(=O)n2C
→ -1	-2	1	-0.6	1	-2	97	0	-5	0
> Cc1cnc(NC(=O)c2cc3c(C)nn(-c4ccccc4)c3s2)s1
→ 2	-6	0	0.7	-1	12	91	7	-5	-6
> Cc1ccc(C(=O)N2CCN(c3ccc(NC(=O)c4ccc(Br)o4)cc3)CC2)cc1
→ 2	-25	-4	-1.4	11	-9	91	1	-1	11
> CC1C(=O)Nc2ccccc2N1C(=O)c1cccc(C(F)(F)F)c1 (stereo not given)
→ -2	-1	0	-1.6	7	0	98	5	13	1
> Cc1ccsc1/C=C1/NC(=O)N(Cc2ccc(F)cc2)C1=O
→ -6	-1	-1	7.2	-4	10	105	-3	-7	8
> Cc1onc(-c2ccc(Cl)cc2)c1-c1ccnc(SCC(=O)Nc2ccc(C(C)C)cc2)n1
→ 0	5	-6	1.8	-5	-6	97	-1	-5	5
> COc1ccc(CCNC(=O)Nc2ccc3c(c2)OCO3)cc1OC
→ 4	-13	4	-0.1	4	14	96	2	0	11
> Cc1ccccc1N=Cc1cccc(O)c1O
→ 1	.	1	-1.2	-12	58*	100	-2	-1	2
> Cc1ccccc1C(=O)Nc1nnc(-c2ccco2)o1
→ 6	-30	-3	0.2	2	8	98	-1	-3	11
> C=CC#CC1(O)CC(C)N(C)CC1C (stereo not given)
→ -5	21	-1	1.2	5	-4	101	1	-2	2
> O=C(COc1ccc2c3c(c(=O)oc2c1)CCCC3)NCC(O)c1ccccc1 (stereo not given)
→ -10	-18	1	1.6	7	2	99	8	-13	-5
> O=C(NCc1ccccc1)/C(=C/c1ccccc1)NC(=O)c1ccco1
→ -1	17	0	0.7	-2	3	99	0	-8	1
> CCC1=NC(c2ccccc2OC)N(O)C1(C)C (stereo not given)
→ -5	9	2	1.4	6	0	99	4	11	5
> Cc1ccc2nc(Cl)c3nnnn3c2c1
→ 5	.	14	-2.6	3	-15	101	0	18	22
> O=C(c1cnn2c(C(F)(F)F)cc(-c3ccco3)nc12)N1CCc2ccccc2C1
→ 5	2	0	3.2	6	21	97	-2	6	12
> Cc1ccc(NC(=O)C2CCN(S(=O)(=O)c3ccc4c(c3)OCCO4)CC2)c(O)c1
→ 4	-9	-1	0.1	-19	-3	100	0	-3	4
> Cc1cc(-n2cccn2)ccc1CN1CCN(CC(C)C)C(CCO)C1 (stereo not given)
→ -2	-6	1	-1.3	4	-3	96	2	3	12
> CCc1cc2cc(C)cc(C)c2nc1SCC(=O)NNC(=O)c1ccco1
→ -8	-7	0	-0.3	6	2	100	1	-2	17
> O=C1NC(c2ccccc2)Oc2ccccc21 (stereo not given)
→ -6	0	1	0.9	-2	11	95	12	-3	0
> COc1ccc(OC)c(-c2csc(NC(=O)C3COc4ccccc4O3)n2)c1 (stereo not given)
→ 2	8	-2	-3.2	2	34	93	-1	-5	-7
> COCc1ccc(CN2CCCC(CO)(Cc3cccc(Cl)c3)C2)o1 (stereo not given)
→ -2	14	-2	0.4	-3	-5	88	-3	-6	1
> CC(C(=O)Nc1ccccc1-c1ccccc1)N1CCOCC1 (stereo not given)
→ -1	-1	0	-0.9	1	4	104	-1	3	0
> O=C(O)c1ccc(Cl)c(S(=O)(=O)Nc2ccccc2C(=O)Nc2ccc(Cl)cc2)c1
→ 9	-16	-1	0.8	4	-4	99	4	5	3
> CC(C)NC(=O)/C(C#N)=C/c1cccc(NC(=O)c2ccccc2Cl)c1
→ -6	-11	2	1.5	28*	35	106	2	0	18
> CC(C)C(=O)NNC(=O)c1cc2sccc2s1
→ -6	-24	1	0.3	-2	2	96	4	-3	5
> S=C(Nc1ccc(Br)cc1Cl)N1CCC2(CC1)OCCO2
→ -2	-9	1	1.7	-4	-1	97	0	4	8
> N#Cc1cccc(NC(=O)CCNS(=O)(=O)c2ccc3[nH]c(=O)oc3c2)c1
→ 1	.	5	1.2	-2	2	108	-2	9	-2

Screening data as filed in PubChem BioAssay.

Not all compounds are listed, so the mix of outcomes need not match the whole.
